# Mtb RmlCD inh = M. tuberculosis RmlC/RmlD coupled enzyme inhibitors, primary screen, biochemical, compound mixtures, 384-well, from 1536-well plates; dTDP-4-dehydrorhamnose reductase (Mycobacterium tuberculosis (strain ATCC 25618 / H37Rv)) …; RmlC+RmlD coupled enzyme assay, percent inhibition; primary screen in compound mixtures; inhibition, % at 3.6 µM; actives 0.03% (n = 160,000); in the data active = inhibition mostly above about 34%, no sharp cut-off; inconclusive = no clear call, values can overlap the other calls; inactive = mostly below about 22%; also: some results filed as inactive read as strong as hits
# Target sequence (P9WH09 whole entry, looked up): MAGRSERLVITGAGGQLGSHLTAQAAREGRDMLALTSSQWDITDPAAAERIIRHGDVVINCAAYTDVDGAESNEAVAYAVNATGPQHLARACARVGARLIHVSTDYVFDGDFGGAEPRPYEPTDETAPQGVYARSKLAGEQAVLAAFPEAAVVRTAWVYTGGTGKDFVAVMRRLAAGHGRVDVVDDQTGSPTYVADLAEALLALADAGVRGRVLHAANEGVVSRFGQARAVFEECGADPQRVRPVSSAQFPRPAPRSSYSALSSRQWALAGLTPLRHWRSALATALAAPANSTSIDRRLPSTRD
# Target sequence (P9WH11 whole entry, looked up): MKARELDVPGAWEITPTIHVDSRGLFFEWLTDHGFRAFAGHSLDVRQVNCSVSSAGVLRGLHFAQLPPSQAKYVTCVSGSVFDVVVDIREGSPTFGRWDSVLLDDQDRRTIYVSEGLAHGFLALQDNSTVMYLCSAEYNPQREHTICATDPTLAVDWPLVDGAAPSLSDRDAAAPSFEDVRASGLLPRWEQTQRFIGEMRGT
# GlmU inhibition = inhibition of mycobacterial GlmU enzyme – biochemical, glucosamine-1-phosphate acetyltransferase (AID 1376); Bifunctional protein GlmU (Mycobacterium tuberculosis (strain ATCC 25618 / H37Rv)); M. tuberculosis GlmU acetyltransferase enzyme assay; higher % means a stronger effect; inhibition, %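 (tested at 30 µM in the primary screen)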, or IC50 in µM where a hit was titrated; actives 0.25% (n = 220,000); in the data active = inhibition above about 13%; inconclusive = no clear call, values can overlap the other calls;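 also: 0% = complete reaction with vehicle and 100% = reaction without substrate; strong numbers were not always called active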
# The depositor's hits bear a star; ? = inconclusive; . = not tested or not shown. An excerpt; count on the stated rates, not on these rows.
smiles	GlmU inhibition	Mtb RmlCD inh
CCc1c(C(=O)c2ccc(Cl)cc2)oc2c(C)c3oc(=O)cc(C)c3cc12	-2.1%	20.6
Cc1ccc(C(=O)Nc2nc(C)c(C(=O)Nc3ccc4c(c3)CCC4)s2)cc1	-1.9%	8.7
COc1ccc(-c2nnn(CC(=O)N(CC(=O)NCCC(C)C)c3ccccc3)n2)cc1OC	-0.6%	.
O=C(O)C1CC(=O)N(C2CCCCCC2)C1 (stereo not given)	0.8%	.
COC(=O)C1C(c2ccccc2)C=CC(c2ccccc2)C1C(=O)O (stereo not given)	2.7%	.
COc1cccc(NC(=O)COc2ccc(S(=O)(=O)NC(C)C)cc2)c1	-0.5%	.
Cc1ccc(NC(=O)C2CCCO2)cc1[N+](=O)[O-] (stereo not given)	1.5%	-5.0
COc1cccc2cc(C(=O)Nc3cccnc3N3CCOCC3)c(=O)oc12	-1.4%	.
COc1ccc(C(=O)N2CC3(CC(c4cccc(NC(=O)COc5ccc(Cl)cc5)c4)=NO3)C[C@@H]2C(N)=O)cc1 (stereo not given in full)	4.9%	4.5
COc1ccc(OCC(=O)Nc2ccc(N3CCCCC3)cc2)cc1	1.7%	.
NC(=O)CNC(=O)c1ccc(Cl)cc1	-0.8%	7.1
COc1ccc(NC(=O)CN(C)CC(=O)Nc2ccccc2SC)cc1	0.4%	-5.0
CCc1cc(C(=O)N2CCOCC2)c(NC2=NS(=O)(=O)c3ccccc32)s1	-8.4%	.
COc1ccccc1CN1CCNC(=O)C1CC(=O)O (stereo not given)	2.2%	-14.0
CCCC1=C(C(=O)OCC)C(/C=C/c2ccccc2)n2ncnc2N1 (stereo not given)	2.4%	-6.5
O=C(COC(=O)Cc1c(Cl)cccc1Cl)NCC1CCCO1 (stereo not given)	-3.2%	.
O=C(CCn1ccc([N+](=O)[O-])n1)Nc1nccs1	0.1%	-12.6
CCOC(=O)C1=C(CSc2nc(C)cc(C)c2C#N)OC(N)=C(C#N)C1c1ccccc1 (stereo not given)	-1.6%	0.5
COc1ccc(-c2cn3c(n2)CCC3)cc1	5.4%	.
COC(=O)c1cccc(N2CCCC2=O)c1	-3.2%	.

# 3 entries from above, set out differently.
# Every second line gives: GlmU inhibition	Mtb RmlCD inh
COc1ccc(NC(=O)CN(C)CC(=O)Nc2ccccc2SC)cc1
    0.4%	-5.0
CCc1cc(C(=O)N2CCOCC2)c(NC2=NS(=O)(=O)c3ccccc32)s1
    -8.4%	.
COc1ccccc1CN1CCNC(=O)C1CC(=O)O (stereo not given)
    2.2%	-14.0

# Next records follow:
smiles	GlmU inhibition	Mtb RmlCD inh
CCOC(=O)N1CCN(C(=O)CN(Cc2ccccc2)S(C)(=O)=O)CC1	-5.4%	5.8
O=C(CCCC(=O)OCC(=O)c1cccs1)Nc1ccc(F)cc1	-0.1%	12.6
CC(=O)Nc1ccc(S(=O)(=O)N2CCSC2c2ccc(Cl)cc2)cc1 (stereo not given)	-1.7%	.
CCCN1C(=O)/C(=C/c2ccc(C)o2)SC1=Nc1ccc(OCC)cc1	1.2%	7.7
CCOc1ccc(CC(=O)N2CCN=C2SC)cc1	3.7%	-2.6
C/C(=N\NC(=O)CCCCCNC(=O)c1ccccc1)c1ccccc1O	6.5%	.
Nc1ccc(C(=O)O)cc1[N+](=O)[O-]	-10.2%	5.9
CCCCCCCCN1[C@@H](CC(=O)OCC)c2cc(F)ccc2S1(=O)=O	-3.0%	.
Cc1cc(-c2cccc([N+](=O)[O-])c2)nc2ccc3ccccc3c12	5.9%	11.9
CCOc1ccccc1C1C(C(=O)OC)=C(N)OC2=C1C(=O)CCC2 (stereo not given)	2.7%	6.9
Cc1ccc(CN(c2ccc(C(=O)NCc3ccccn3)cc2)S(C)(=O)=O)cc1	-0.9%	.
CCN(CC)CCn1c(=N)n(CC(O)c2ccco2)c2ccccc21 (stereo not given)	-10.4%	-5.8
Cc1cccc(C)c1NC(=O)NC1CC2CCC(C1)N2Cc1cccs1 (stereo not given)	-2.4%	-2.7
O=C(C[n+]1cccc(CNC(=O)c2ccc(OC(F)F)cc2)c1)Nc1ccccc1Cl	-9.4%	2.0
CC(C)C12CN3CC(C(C)C)(CN(C1)C3(C)C)C2=O	2.2%	.
CC1=C(N2CCOCC2)CCC1=O	-3.6%	.
CC(C)(C)NC(=O)c1ccnc(C(C)(C)C)c1	2.8%	3.8
CCCCCOc1ccc(C(=O)NCC2(c3ccccc3)CCOCC2)cc1	2.6%	0.5
CC12CN(Cc3ccccc3)CC(C)(CN(Cc3ccccc3)C1)C2=NO	-1.4%	.
CC(C(=O)N1CCN(C2c3ccccc3-c3ccccc32)CC1)N1C(=O)c2ccccc2C1=O (stereo not given)	-3.4%	6.2

# Further records.
smiles	GlmU inhibition	Mtb RmlCD inh
O=C(NC1CC1)c1ccc(-n2cccc2)cc1	-3.6%	4.0
COc1cccc(/C=N/Nc2cc(-n3nc(C)cc3-c3ccccc3)ncn2)c1O	2.5%	21.9
c1ccc(CN2CCC(N=C3NN=C(c4ccc5c(c4)OCCO5)CS3)CC2)cc1	-1.5%	3.4
Cc1ccccc1N(C(=O)Cc1cccs1)C(C(=O)NC1CCCCC1)c1cn(C)nc1C (stereo not given)	4.9%	-14.8
CCCOc1cccc(C(=O)NC(=S)Nc2ccc(N3CCN(C)CC3)cc2)c1	-2.2%	8.9
O=C(Nc1cccc2ncccc12)c1ccc(-c2ccc(Cl)cc2Cl)o1	0.2%	9.0
CC(C)n1c(N2CCN(C(=O)Nc3ccc(F)cc3F)CC2)nc2ccccc21	1.2%	-8.0
CCOC(=O)c1cnc2ccc(C(=O)OC)cc2c1NCCN1CCOCC1	6.2%	73.2
CCOc1ccc(Nc2cc(Nc3ccccc3OCC)nc(C=C(C#N)C#N)n2)cc1	1.0%	7.4
CCOc1cccc(Nc2cc3n(c(=O)n2)CCc2cc(OC)c(OC)cc2-3)c1	0.1%	8.6
Cc1sc2ncnc(N(C)Cc3cccs3)c2c1C	1.5%	.
O=c1c2ccccc2nc(-c2ccco2)n1CCCn1ccnc1	1.3%	5.5
CCSc1ccccc1C(=O)NCCc1ccccc1	3.7%	-3.4
COC(=O)c1ccc(N(CC(=O)NC2CCCC2)C(=O)CNC(=O)c2ccco2)cc1	-2.2%	.
CCC(=O)Nc1nc(C)c(-c2csc(Nc3ccc(S(=O)(=O)Nc4cc(C)on4)cc3)n2)s1	8.3%	-4.1
N=c1c2c(n(Cc3ccc(Cl)cc3)c3c1CCC3)CCC2	-2.5%	.
O=C(CCc1nnc(CCCCc2ccccc2)o1)N(CCO)Cc1ccccc1	1.0%	.
CN(C1CCCCC1)S(=O)(=O)c1ccc(S(=O)(=O)N(CC(=O)Nc2ccccc2)C2CC2)cc1	-0.5%	-3.9
CCN(CC)C(=O)Oc1cc(=O)n(C)c2ccccc12	3.7%	-7.0
CCOc1cc(/C=C/c2cc(C(=O)O)c3ccccc3n2)ccc1OC	9.8%	5.3

# Other compounds:
smiles	GlmU inhibition	Mtb RmlCD inh
Cn1c(-c2cccc([N+](=O)[O-])c2)[n+](C)c2ccccc21	-11.7%	-0.1
CCC(=O)Oc1ccc(C(=O)Nc2ccc3c(c2)OCO3)cc1	0.5%	?
Cc1ccc(NC(=S)Nc2cccc(S(=O)(=O)Nc3c(C)n(C)n(-c4ccccc4)c3=O)c2)cc1	-0.8%	-7.4
Cc1cc([N+](=O)[O-])nn1CC(=O)N1CCOCC1	2.1%	4.8
COc1ccc(NC(=S)Nc2ccc3nsnc3c2)cc1	-1.5%	.
Cc1ccn(C(CC(=O)c2ccc(Br)cc2)C(=O)O)n1 (stereo not given)	-4.2%	-6.1
Cc1ccc(Oc2ncnc3sccc23)cc1	-6.5%	8.0
Cc1cccc(OCCC(=O)OCC(=O)N2CCc3ccccc32)c1	3.6%	.
O=C(Nc1ccc2c(c1)nc1n2CCCCC1)c1cc(S(=O)(=O)N2CCOCC2)ccc1Cl	-3.5%	.
CC1(C(=O)NC2CCCC2)CCC(=O)N1Cc1ccc2c(c1)OCO2 (stereo not given)	-1.2%	8.2
Brc1ccccc1OCCOCCOc1cccc2cccnc12	-2.3%	.
O=C(Cn1c(=O)oc2ccccc21)N1CCN(c2ccc(N3CCOCC3)nn2)CC1	8.0%	4.4
Cc1[nH]n(-c2ccc(Cl)cc2)c(=O)c1C=NC12CN3CN(CN(C3)C1)C2	1.7%	3.8
c1ccc(CNc2ncnc3c2cnn3-c2ccccc2)cc1	-9.5%	-5.7
CC(C)Sc1nc2ccccc2n1CC(=O)O	2.3%	10.5
Nc1nc(CSc2nc3ccccc3s2)nc(N2CCCCC2)n1	0.4%	-0.4
C=C(C)COc1ccc2c(C)c(C)c(=O)oc2c1OCC(=C)C	1.1%	3.6
CCOc1ccc(N2C(=O)CC(NCCNc3ccc([N+](=O)[O-])cn3)C2=O)cc1 (stereo not given)	-8.1%	.
S=c1nccc(-c2ccc(Cl)cc2)[nH]1	-4.8%	10.5
COc1ccc(-c2cc3nc(C4CCN(C(=O)OC(C)(C)C)CC4)c(C(=O)O)cn3n2)cc1	16.1%	11.5

# More entries follow.
smiles	GlmU inhibition	Mtb RmlCD inh
Cc1cc(C)n2nc(S(=O)(=O)NC(C)(C)C)nc2n1	-1.8%	7.3
COc1ccc(S(=O)(=O)N(CC(=O)NCCCN(C)C)c2ccc(C)cc2)cc1OC	6.7%	-3.7
Cc1cc(NC(=O)CSc2cn(C)c3ccccc23)no1	0.5%	2.8
O=C(N/N=C/c1cc([N+](=O)[O-])ccc1N1CCNCC1)c1ccc([N+](=O)[O-])cc1	-3.4%	2.3
CC(=O)Nc1cccc(NC(=O)COc2nncc3ccccc23)c1	8.4%	-7.1
N#CCSc1nnc2ccc3ccccc3n12	1.1%	-0.1
COC(=O)c1ccc(C2NC(=S)N(c3ccccc3)C(C)=C2C(=O)Nc2ccccc2OC)cc1 (stereo not given)	-6.0%	.
O=S(=O)(NCCN1CCOCC1)c1ccc(Cl)s1	-5.3%	2.1
CCCCCCNc1c([N+](=O)[O-])c(=O)sc2ccccc12	-1.7%	0.3
Cc1c(NC(=O)CN2CCC(C(N)=O)CC2)cccc1[N+](=O)[O-]	-2.7%	1.6
COCCNC(=O)c1onc(CSc2ccc(C)c(C)c2)c1C(=O)O	1.9%	.
O=C(Nc1nnc(C2=COCCO2)o1)c1ccc(Cl)cc1	4.9%	-4.8
c1ccc(-c2n[nH]c(-c3ccccn3)n2)cc1	-2.2%	100.2
CCc1ccccc1Nc1nc2ccccc2n1C(C)C	-1.3%	4.5
Cc1cc(C)c(NC(=O)CN2C(=O)NC(CCc3ccccc3)C2=O)c(C)c1 (stereo not given)	2.4%	4.1
O=C(N/N=C/C(Br)=C/c1ccccc1)c1cccs1	0.1%	-10.3
O=C1C(=O)N(CCc2c[nH]c3ccccc23)C(c2cccnc2)/C1=C(/O)c1ccccc1 (stereo not given)	1.8%	.
Cc1nc(C)c(C(=O)NNS(=O)(=O)c2ccc([N+](=O)[O-])cc2)s1	-3.4%	-7.5
CC(C)(C)c1ccc(C(=O)Nc2ccc(NC(=O)c3ccco3)cc2)cc1	-0.4%	.
CCOC(=O)C1=C(CN2CCCCCC2)NC(=O)NC1c1ccc2c(c1)OCO2 (stereo not given)	0.2%	6.8

# A draw from above in order of molar mass, low to high.
smiles	GlmU inhibition	Mtb RmlCD inh
O=C(Nc1nnc(C2=COCCO2)o1)c1ccc(Cl)cc1	4.9%	-4.8
O=S(=O)(NCCN1CCOCC1)c1ccc(Cl)s1	-5.3%	2.1
Cc1cc(C)c(NC(=O)CN2C(=O)NC(CCc3ccccc3)C2=O)c(C)c1 (stereo not given)	2.4%	4.1

# (further entries)
smiles	GlmU inhibition	Mtb RmlCD inh
OCCC1CN(Cc2cn[nH]c2C2CCCCC2)CCN1C1CCCCC1 (stereo not given)	-2.3%	12.0
O=C1/C(=C\c2ccc(O)c(O)c2)C(c2ccccc2)=NN1c1ccccc1	32.8%	-13.3
COc1ccc(Cl)cc1C(=O)Nc1ccccc1N1CCN(C(=O)C(C)C)CC1	-1.8%	56.6
CCC(=O)Nc1cccc(NC(=S)NC(=O)c2ccc(Cl)cc2Cl)c1	2.7%	.
CCCCC1(C)OC(=O)C(=Cc2ccc(N(C)C)cc2)C(=O)O1 (stereo not given)	-5.0%	9.8
CCCn1nc(-c2nnc(-c3ccc(C)c(C)c3)o2)c2ccccc2c1=O	2.2%	13.1
CCCCc1nc2sc3c(SCCN(C)C)ncnc3c2c2c1CCC2	-0.6%	-7.7
COC(=O)CCCCC(=O)C1C(=O)CC(C)(C)C(C(=O)OC)C1=O (stereo not given)	-0.3%	5.5
COCCSc1ccccc1C(=O)Nc1ccc([N+](=O)[O-])cc1OC	-5.3%	4.0
CCOC(=O)Cn1c2ccc(OC)cc2c2nc3ccccc3nc21	-4.1%	.
CC(=O)Nc1ccc(NC(=O)Nc2ccc(C)cc2C)cc1	3.5%	5.4
CNC(=O)c1ccc(-n2nc(C)cc2-c2ccccc2)cc1	1.3%	.
CCOc1cccc(CNCCSc2nnnn2C)c1	-6.3%	5.1
COc1ccccc1-c1cc(C(=O)Nc2cccnc2)no1	.	0.4
CCCC(=O)Nc1cccc(NC(=O)c2ccc(C)c([N+](=O)[O-])c2)c1	4.1%	10.1
